aDG glyco up = increases alpha dystroglycan glycosylation | AID 624168 | hit rate 0.22% among 360,000 | Pro5-aDG cells, alpha-DG glycosylation AlphaScreen (IIH6); 0% Pro5, 100% B10-LARGE cell signal | activation, % at 10 µM;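 active = activation of at least 8% versus controls, or a plate z-score of at least 8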;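 also: Pro5 are CHO cells carrying HIG-tagged alpha-DG that lacks glycosylation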
CaV13 ICDI inh = Disruptors of the CACNA1D IQ motif to Ca2+-dependent inactivation inhibitor domain association, primary screening, Förster resonance energy transfer in intact living … | HEK cells, CFP/YFP FRET ICDI-IQ, plate reader, 10 min; percent FRET-ratio fall versus neutral wells | inhibition, % at 12.3 µM | hit rate 0.098% among 340,000;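 active = mean replicate inhibition of at least 30% and at least 1% of replicates passing that level; inconclusive = only one of the two criteria is met; inactive = neither criterion is met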;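 also: 0% = median of the neutral control wells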
Cardio protect = myocardial damage modulation in H9c2 cells; H9c2 cardiomyocytes, H2O2 injury protection, ATPLite, 2 h; protection from H2O2 cell death, % at 20 µM; hit rate 0.63% among 360,000; AID 588492;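 active = compounds giving at least 50% protection of heart cells from peroxide-induced death in the single-dose screen, raw or plate-pattern-corrected value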;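 also: 0% = DMSO wells with peroxide and 100% = DMSO wells without peroxide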
Vif inh = HIV Vif inhibition; HEK293T cells, Vif self-association by quenched fluorescence, imaging, 24 h; inhibition, % at 7.49 µM; hit rate 0.35% among 340,000; in the data active = inhibition above about 50%, passing the limit was not always enough; inconclusive = no clear call, values can overlap the other calls; inactive = below about 31%; also: some results filed as inactive read as strong as hits
N-glyco inh = N-linked glycosylation inhibition. D54 ERlucT glycosylation luciferase reporter, 24 h; percent of 100 nM tunicamycin response. reporter increase, % at 12.5 µM. hit rate 0.23% among 360,000;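 active = mean luciferase reporter signal, scaled so untreated is 0 and the glycosylation-blocking control 100, at or above a set limit in every replicate; inconclusive = mean reaches the limit but not every replicate does; inactive = mean below the limit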;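 also: luciferase carries N-glycosylation sites so blocking glycosylation raises the light; 0% = median of neutral control wells and 100% = median of 100 nM tunicamycin wells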
MC4R barr agon = human MC4R agonism via beta-arrestin; hit rate 0.98% among 360,000; activation, % at 8.9 µM; U2OS MC4R beta-arrestin complementation, luminescence; percent of melanotan II response, DMSO zero;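 active = activation above a per-plate cutoff, the mean activation of sample wells on that plate plus 3 SD, cut at about 8% in these data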
MC4R antag cAMP = blocks human MC4R cAMP signaling. P32245. MC4R-expressing cells, MTII-stimulated cAMP, LANCE TR-FRET. inhibition, % at 6.5 µM. hit rate 0.48% among 360,000. AID 540295;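 active = inhibition above its plate's cutoff, the mean of tested wells on that plate plus 3 SD, cut at about 29% in these data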;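 also: 0% = Melanotan II alone and 100% = Melanotan II plus saturating MCL0020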
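Assay system: human MC4R-expressing U2OS cells; reagent: Melanotan II stimulation of cells; dosing: 6.5 µM single dose; timing: compound 30 min, challenge 1 h, detection 1 h; signal: TR-FRET cAMP assay; replicates: one well per compound, no replicates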
m5-HT2A agonist = mouse HTR2A agonism via beta-arrestin recruitment; P35363; hit rate 0.66% among 360,000; activation, % at 7.6 µM; CHO-K1 mHTR2A beta-arrestin complementation, luminescence; percent of 30 µM serotonin response;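 active = activation above a run cutoff, the mean activation of all tested compounds plus 3 SD, cut at about 14% in these data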;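 also: 0% = plate median of compound wells and 100% = 30 µM serotonin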
Target sequence (P35363 whole entry, looked up): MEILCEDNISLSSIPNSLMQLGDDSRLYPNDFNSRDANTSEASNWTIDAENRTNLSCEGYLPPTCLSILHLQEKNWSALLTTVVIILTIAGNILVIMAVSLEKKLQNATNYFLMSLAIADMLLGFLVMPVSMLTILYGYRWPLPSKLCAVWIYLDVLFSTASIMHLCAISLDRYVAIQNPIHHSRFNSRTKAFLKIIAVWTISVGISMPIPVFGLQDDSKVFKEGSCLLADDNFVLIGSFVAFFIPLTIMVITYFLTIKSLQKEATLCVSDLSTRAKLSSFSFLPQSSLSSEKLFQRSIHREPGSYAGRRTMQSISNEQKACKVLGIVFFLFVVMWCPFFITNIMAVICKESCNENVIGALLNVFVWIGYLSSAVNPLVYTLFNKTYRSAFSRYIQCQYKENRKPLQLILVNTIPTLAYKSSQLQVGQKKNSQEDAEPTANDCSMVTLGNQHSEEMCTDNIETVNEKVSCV
ABCB6 inh MLPCN = inhibitors of human ABC transporter ABCB6; Q9NP58; K562-ABCB6 porphyrin accumulation, flow cytometry, 1 h; active compounds read low; fluorescence ratio to DMSO, % at 10 µM; hit rate 0.19% among 360,000;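 active = fluorescence ratio to DMSO below 75%, the collection mean minus 3 SD; inconclusive = too few cells collected in the well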;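 also: signal is porphyrin accumulated inside mitochondria; 100% equals median channel fluorescence of DMSO control wells; lower ratio means ABCB6 inhibition with less porphyrin fluorescence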
PDI inh = inhibitors of human protein disulfide isomerase | P07237 | PDI insulin aggregation turbidity, A650, 90 min | inhibition, % at 10 µM | hit rate 0.052% among 350,000 | AID 588391;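 active = mean inhibition across replicates of 30% or more, whatever share of single replicates reach that level; inconclusive = mean inhibition below 30% while every single replicate reaches 30%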;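 also: absorbance from insulin aggregation driven by PDI reduction with DTT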
Target sequence (P07237 whole entry, looked up): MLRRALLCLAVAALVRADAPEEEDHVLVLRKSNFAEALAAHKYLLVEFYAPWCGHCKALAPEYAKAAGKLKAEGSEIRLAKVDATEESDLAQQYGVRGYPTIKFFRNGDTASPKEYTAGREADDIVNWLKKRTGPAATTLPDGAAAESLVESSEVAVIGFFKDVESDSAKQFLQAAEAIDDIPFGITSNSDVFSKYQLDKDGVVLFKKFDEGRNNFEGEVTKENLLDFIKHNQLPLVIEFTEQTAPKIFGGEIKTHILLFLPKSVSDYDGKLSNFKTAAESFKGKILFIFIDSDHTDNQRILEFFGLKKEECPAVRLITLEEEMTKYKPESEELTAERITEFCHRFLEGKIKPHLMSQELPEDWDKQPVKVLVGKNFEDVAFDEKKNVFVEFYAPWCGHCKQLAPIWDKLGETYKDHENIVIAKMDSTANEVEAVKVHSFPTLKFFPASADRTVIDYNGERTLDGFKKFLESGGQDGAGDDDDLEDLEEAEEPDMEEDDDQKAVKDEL
* marks the source's active call; other numbers are inactive results; ? = inconclusive; · = not tested or not shown. Compounds were not picked by outcome. About 3.6% of those tested had a hit in this group.

SMILES	aDG glyco up	CaV13 ICDI inh	Cardio protect	Vif inh	N-glyco inh	MC4R barr agon	MC4R antag cAMP	m5-HT2A agonist	ABCB6 inh MLPCN	PDI inh
[O-][n+]1ccccc1SCc1ccccc1	0.0	-9	-1	-3	2	-0.5	4	7	96	0
Cc1ccc(NC2=C([N+](=O)[O-])CS(=O)(=O)C2)cc1	-0.2	-7	-3	-13	0	0.0	3	2	98	6
S=c1[nH]c2cc(Cl)ccc2s1	-0.3	-7	-10	-3	2	-2.5	-3	1	100	-1
Cc1ccc(COc2ccc(/C=N/NC(=O)c3nnn(-c4nonc4N)c3COc3ccc(F)cc3)cc2)cc1	-0.1	-4	7	1	2	-1.9	3	0	91	-4
COc1ccc(S(=O)(=O)N(C(C)=O)c2ccc3oc(=O)sc3c2)cc1	0.0	-4	4	-6	3	0.1	-5	10	100	2
CC(=O)N1CCN(c2ccc(NC(=S)NC(=O)c3ccccc3)cc2)CC1	0.2	-4	2	-5	4	-2.3	12	-1	100	3
COc1ccc(C(=O)C2CCCN(Cc3ccc(NC(C)=O)cc3)C2)cc1OC (stereo not drawn)	0.3	-20	4	0	-2	-0.1	11	-3	98	0
C/C(N)=C(/C#N)C(=O)CSc1nnc(Nc2ccccc2)s1	-0.4	-5	57*	1	1	-0.2	5	7	99	9
Cc1cccc(NS(=O)(=O)c2nnc(NC(=O)CC(C)C)s2)c1	0.2	-2	4	41	1	-1.1	-3	-3	97	-6
CC(NCc1ccc(S(N)(=O)=O)cc1)C(=O)NCc1ccccc1 (stereo not drawn)	0.0	-5	3	-9	2	-0.5	3	3	103	-11
CCOc1cc(/C=N/NC(=O)CN2CCCCC2)ccc1OCc1ccccc1	0.6	-2	16	-1	-1	0.4	12	-11	94	4
Cn1cncc1C#Cc1ccc(N2C(c3ccsc3)=Cc3ccc(F)cc3C2c2c[nH]c3ccccc23)cc1 (stereo not drawn)	0.5	-9	·	·	·	·	·	9	99	·
CCN(CC)CCNC(=O)CSc1c2c(nc3cc(Cl)ccc13)CCCC2	-0.4	-16	14	-4	12	-4.2	20	-4	98	2
COc1ccc(N2CCCC2)c(NC(=O)COc2ccccc2)c1	0.0	-3	-5	-1	-3	1.4	12	2	88	9
CN(C)CCCN(C(=O)COc1ccccc1)c1nc2ccc(Cl)cc2s1	0.1	-2	14	·	-2	3.6	9	-9	98	0
N/C(Cc1ccc([N+](=O)[O-])cc1)=N\OC(=O)c1ccccc1F	-0.2	-6	-11	-6	5	-0.8	1	-2	104	4
CC1Cc2ccccc2C(CCc2ccccc2)=N1 (stereo not drawn)	0.0	-6	-4	-2	-3	0.4	-1	-7	92	-1
O=C(CC(c1ccccc1)c1ccccc1)Nc1ccc2c(c1)OCCO2	1.0	-2	3	·	-7	-1.1	-4	-7	99	-4
CCOC(=O)C1=C(c2ccccc2)OC(N)=C(C#N)C1c1ccc(Br)s1 (stereo not drawn)	0.3	-5	-4	9	0	-0.4	23	2	99	6
CC(=NNC(=O)c1ccc(NS(=O)(=O)c2ccc(Br)cc2)cc1)c1cccnc1	0.1	-7	2	16	0	-1.5	3	-4	105	-4
CC1CN(C(=O)COC(=O)c2ccc3ncsc3c2)CC(C)O1 (stereo not drawn)	0.3	-5	15	30	1	-1.1	-6	2	95	2
COc1ccc(S(=O)(=O)N(C)C[C@@H]2OCc3cnnn3CCCC(=O)N([C@@H](C)CO)C[C@@H]2C)cc1	-0.2	-9	5	15	2	2.1	-3	7	97	-8
N#Cc1ccsc1NC(=O)CN1C(=O)NC2(CCCCC2)C1=O	0.2	-11	2	16	2	-3.2	-5	3	101	-9
Cc1ccc(Oc2nc(CN3CCOCC3)nc3sc4c(c23)CCC(C)C4)cc1C (stereo not drawn)	0.8	-5	6	4	-5	-3.3	-3	-1	92	2
Cn1c2ccccc2c2c(C(=O)O)cn(C3CCCC3)c(=O)c21	-0.1	-6	-2	13	2	-0.7	6	14	99	3
CC(=O)Nc1cccc(NC(=O)C2CCCO2)c1 (stereo not drawn)	-0.3	-12	-5	·	1	-2.4	1	-2	97	0
Cc1ccc(CN2C(=O)CCC2C(=O)NC2CC2)cc1 (stereo not drawn)	0.2	·	-8	16	5	1.4	15	2	119	-8
Cc1ccc(-c2noc(C3CCCN(C(=O)c4ccccc4Br)C3)n2)cc1 (stereo not drawn)	0.4	-6	-13	-4	-2	-2.1	5	-3	91	-5
O=C(NCc1cccc(Cl)c1)c1ccc(-c2ccc(F)c(F)c2)c2ccoc12	0.9	-10	-10	-21	-4	-0.8	14	-7	99	-3
C=CCNC(=S)N/N=C(\C)c1cccc(OC)c1	2.6	-4	-4	-2	-1	0.6	1	4	99	-5
COc1cc2c(cc1[N+](=O)[O-])-c1ccc([N+](=O)[O-])cc1C2	-0.2	-5	-7	2	22	-2.4	-10	3	102	0
Cc1cccn2c(=O)c3cc(C(=O)NCC4CCCO4)c(=N)n(Cc4cccnc4)c3nc12 (stereo not drawn)	0.0	1	15	8	-1	0.9	10	4	106	2
CC1CCOC2(O1)C(=O)N(CN1CCN(c3ccccc3F)CC1)c1ccccc12 (stereo not drawn)	0.0	-4	4	2	0	1.7	18	7	100	1
COn1c(-c2ccc(Cl)cc2Cl)nc2ncccc21	0.2	-4	3	0	0	1.7	25	11	102	9
CNc1cncc(-c2cccc(C(=O)NC3CC3)c2)n1	-0.2	-5	10	-8	1	0.2	-2	4	95	11
Cc1ccc(-n2nnnc2-c2ccccc2Br)cc1	0.0	-6	-8	7	0	-0.2	10	3	97	6
O=C(N/N=C/C=C/c1ccc(Br)cc1)C(O)c1ccccc1 (stereo not drawn)	0.3	-6	-3	-1	-1	-1.7	-1	-8	97	-1
Cc1cc(=O)oc2c(C)c(OCC(=O)N3CC[C@@]4(O)CCCC[C@H]4C3)ccc12	-0.2	·	2	-2	-1	0.5	2	0	104	·
O=C(Nc1cccc(F)c1)c1ccccc1-c1ccccc1	0.1	-7	4	-9	4	-0.2	15	1	96	2
CCc1cc2ccccc2nc1SCC(=O)Nc1cc(C)on1	0.0	-1	-3	12	1	4.8	1	1	97	-4
CCOC(=O)c1cnc(SC)nc1Sc1ccccc1	-0.1	·	-8	2	-1	6.6	9	3	96	1
CCNC(=O)COC(=O)C1CCC(=O)N(c2ccc(OC)cc2)C1c1ccc(OC)cc1 (stereo not drawn)	-0.1	-4	4	2	0	-3.5	3	-1	99	-1
C=CCn1c(CCCOc2ccc(Cl)cc2Cl)n[nH]c1=S	0.3	-7	-3	-3	2	-1.9	2	2	103	-6
Cc1snc(S(=O)(=O)Cc2c(Cl)cccc2Cl)c1C#N	0.0	-6	5	-4	0	-1.3	7	-1	91	-4
O=C(CC(=O)Nc1ccc(Br)cc1)Nc1ccc(Br)cc1	0.0	-4	0	9	2	0.5	0	-1	102	-5
CN(C)CCCNC(=O)C[C@H]1C[C@H](C(=O)N2CCCCC2)[C@@]2(CCc3ccccc3)c3[nH]c4cc(CCC(=O)N(C)C)ccc4c3CCN2C1=O	2.0	-3	-5	·	1	1.5	-12	4	96	22
COc1ccccc1NC(=S)N1CCC(c2nc3cc(C)c(C)cc3[nH]2)CC1	0.2	-10	4	-2	2	1.0	13	-4	104	3
CCc1c(C(C)S(=O)(=O)c2ccc(C)cc2)[nH]c(=O)n1-c1ccc(C)cc1 (stereo not drawn)	0.2	-5	-1	0	-2	-2.4	6	-6	85	-2
CC(=O)C1=C(O)C(=O)N(c2cccc(Br)c2)C1c1ccc(Br)cc1 (stereo not drawn)	0.1	-20	-5	0	2	0.6	1	-2	102	5
Cc1ccc(S(=O)(=O)Nc2cc3c(cc2N2CCOCC2)n(C)c(=O)c(=O)n3C)cc1	1.6	-8	5	3	2	-2.4	20	9	99	-1
O=C(COC(=O)COc1ccccc1)Nc1ccc(Br)cc1F	-0.1	-6	3	?	1	-1.3	8	-1	98	-6
CCC1CCCCN1C(=O)COc1cc(=O)n(C)c2ccccc12 (stereo not drawn)	0.0	15	19	-3	1	-2.3	2	1	100	·
CCCCCc1cc(=O)oc2c(C(CCN(CC)CC)c3ccc(OC)cc3)c(OC)cc(OC)c12 (stereo not drawn)	2.3	-20	-12	-11	-4	1.1	7	-13	94	0
CC1CCCC(NC(=O)/C=C/c2c(F)cccc2Cl)C1C (stereo not drawn)	0.1	-5	-1	0	-1	6.6	-3	-3	93	1
COc1cc2c(cc1NC(=O)c1cc(-c3ccccn3)nc3ccccc13)oc1ccccc12	-0.3	-18	13	-3	-1	-1.5	16	-2	100	?
COc1cc(C2c3c(-c4cc(C)cc(C)c4O)n[nH]c3C(=O)N2CCCO)cc(OC)c1OC (stereo not drawn)	-0.2	-5	-4	-10	1	-1.7	10	6	100	16
COc1cccc(CN(C)C(=O)c2cccc(OCc3ccccc3)c2)c1	0.1	-3	-4	9	-1	-1.8	5	-7	97	-4
Nc1nnc(CCS(=O)(=O)c2ccc(Cl)cc2)s1	-0.1	·	-1	4	0	-0.4	9	-2	95	3
COCCNC(=O)CCCn1c(=O)c2ccccc2n(Cc2ccccc2C#N)c1=O	0.2	-20	0	0	1	0.2	7	-6	106	-1
Cc1ccc(S(=O)(=O)N(C)C)cc1NC(=O)C(C)N(C)CCOc1ccc(Cl)cc1 (stereo not drawn)	0.4	-3	-9	-10	-6	-2.1	-3	-16	89	19

(listing goes on)
SMILES	aDG glyco up	CaV13 ICDI inh	Cardio protect	Vif inh	N-glyco inh	MC4R barr agon	MC4R antag cAMP	m5-HT2A agonist	ABCB6 inh MLPCN	PDI inh
O=C(CSc1nc2ccccc2c(=O)[nH]1)Nc1ccccc1O	-0.2	-3	23	9	2	0.0	2	-7	95	-3
CCOc1ccc(N2C(=O)/C(=C\c3ccc(O)c(OC)c3)S(=O)(=O)C2c2cccc([N+](=O)[O-])c2)cc1 (stereo not drawn)	-0.2	3	-12	29	0	-2.1	10	1	91	-4
CC1(C(=O)NS(=O)(=O)c2cccc(F)c2)CCN1C(=O)Cc1ccc(Cl)cc1Cl (stereo not drawn)	-0.1	-4	3	-6	-1	-2.7	9	1	98	-2
COc1cccc(NC(=O)CSc2ncc(S(=O)(=O)c3ccccc3)c(=O)[nH]2)c1	0.0	-8	-3	-5	0	-2.5	14	7	96	-1
COc1ccc(Nc2nc(N)nc(COc3ccc(OC)cc3)n2)cc1	-0.2	0	3	·	2	-2.5	1	-7	76	3

Bioassay records: PubChem BioAssay, several laboratories
